# Casp1 inh = qHTS Assay for Allosteric/Competitive Inhibitors of Caspase-1. P29466. Caspase-1 enzyme, Ac-WEHD-AFC fluorogenic rate. Potency, µM (titrated, usually from 57.5 µM), without a hit: top-dose activity change, negative = inhibition, actives largely listed as inhibitors. 75,000 tested, 0.03% active. AID 900, 2007;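 further: potency means the concentration at half of the fitted maximal effect; plate controls were vehicle for no effect and no substrate for full effect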
# A350 autofl = qHTS Assay for Spectroscopic Profiling in A350 Spectral Region; Compound autofluorescence, 340/450 nm, Alexa 350 dye-equivalents; stronger effect = higher value; max dye-equivalent concentration, M; 59,000 tested, 11% active; in the data active means max dye-equivalent concentration above about 10 nM; inconclusive means mostly about 1.1 nM to 9.6 nM
# BRCT inh green = qHTS Assay for Inhibitors of BRCT-Phosphoprotein Interaction (Green Fluorophore); Breast cancer type 1 susceptibility protein (Homo sapiens), P38398; BRCA1 BRCT-phosphopeptide binding, green fluorescence polarization; Potency, µM (doses to about 76.9 µM), for the others: at the highest dose activity change, negative = inhibition, most hits filed as inhibitors; 75,000 tested, 0.05% active; AID 875, 2007;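 further: potency means the concentration at half of the fitted maximal effect; plate controls were peptide without protein for full effect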
#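 Compounds were incubated for 12 min at room temperature with a complex of 100 nM fluorescein-tagged pBACH1 decapeptide and 250 nM His-tagged BRCT protein. Buffer was phosphate pH 7.3 with EDTA, DTT and Tween 20. Disruption of binding lowers the polarization signal.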
# UbGFP stabilizer = Ubiquitin-GFP Assay; Ubiquitin-GFP reporter cells, proteasome inhibition, GFP fluorescence; response scale: untreated = 0%, 10 µM MG-132 = 100%; Potency, µM (titrated, usually from 45.9 µM), without a hit: at the top dose activation (GFP accumulation), hits mostly activators; 67,000 tested, under 10 active; AID 526, 2006; active means well fitted activation curve with a large enough effect, not every such curve was filed as active; inconclusive means small, poorly fitted or top-dose-only effect, or another doubt; inactive means no such curve, though single readings can be large or run the other way; further: potency means the concentration at half of the fitted maximal effect
#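 U2OS Ub(G76V)-GFP reporter; O/N plating, 0.5% FBS; cpd 46 uM–2.9 nM, 4 h, 37 °C; GFP+ cell count, 488/515 nm; norm. to basal vs 10 uM MG-132; CRC fit.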
# Fluorescein fluor = qHTS Assay for Spectroscopic Profiling in Fluorescein Spectral Region; Compound autofluorescence, 480/540 nm, fluorescein-equivalent; stronger effect = higher value; max fluorescein-equivalent concentration, M; 59,000 tested, 0.91% active; AID 593, 2007; in the data active means max fluorescein-equivalent concentration above about 10 nM; inconclusive means between about 1.1 nM and that limit
#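 Values reflect compound autofluorescence, normalized to fluorescein on the same plate and reported at each tested concentration. Conditions: 100 mM Tris pH 8.0, room temperature, 15 min, excitation 480 nm, emission 540 nm.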
# USP2a inh = qHTS Assay for Inhibitors of Ubiquitin-specific Protease USP2a; Ubiquitin carboxyl-terminal hydrolase 2 (Homo sapiens), O75604; USP2a enzymatic assay, qHTS inhibition; 60,000 tested, 0.1% active; Potency, µM (doses to about 38.3 µM), without a hit: at the highest dose activity change, negative = inhibition, hits mostly inhibitors;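 further: potency means the concentration at half of the fitted maximal effect; nearly all actives have a fitted effect of over 60% in size; plate controls were DMSO for no effect and NEM full inhibition control for full effect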
#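 USP2 core (20 nM final) was preincubated with compound for 30 min at RT in 20 mM Tris-HCl pH 8.0, 2 mM CaCl2, 2 mM beta-mercaptoethanol; Ub-PLA2 (20 nM) plus NBD C6-HPC (20 uM) then added, fluorescence read after 2.5 h.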
# 4-MU autofl = qHTS Assay for Spectroscopic Profiling in 4-MU Spectral Region. compound autofluorescence, 340/450 nm, 4-MU equivalents; stronger effect = higher value. max dye-equivalent concentration, M. 59,000 tested, 11% active. AID 589, 2007; in the data active means max dye-equivalent concentration above about 10 nM; inconclusive means mostly about 1.1 nM to 9.6 nM
#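 Compounds in 100 mM Tris, pH 8.0, incubated 15 min at room temperature, then fluorescence read at 340 nm excitation/450 nm emission. Signal converted to 4-MU dye-equivalent concentration using an on-plate six-point 4-MU standard curve.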
# Caspase-7 inhib = qHTS Assay for Allosteric/Competitive Inhibitors of Caspase-7. 75,000 tested, 0.02% active. AID 889, 2007. P55210. Potency, µM (series often up to 57.5 µM), inactives show at the highest dose activity change, negative = inhibition, most hits filed as inhibitors. recombinant caspase-7, Ac-DEVD-AFC fluorescence rate; active means well fitted inhibition curve with a large enough effect in the main read-out, with a control signal flat, not every such curve was filed as active; inconclusive means small, poorly fitted or top-dose-only effect, or a change in a side signal; further: potency means the concentration at half of the fitted maximal effect; % of control where 0% means no effect
# Epigenetic mod = qHTS Assay for Epigenetic Modulators; mouse C127i GFP locus derepression, cytometry, 30 h; Potency, µM (series often up to 46.1 µM), without a hit: at the highest dose GFP derepression (activation); 68,000 tested, 0.09% active; further: % of control where 0% means no effect
#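 Murine C127i mammary cells carrying a silenced, stably integrated CMV-driven GFP reporter were treated with compound for 30 hours at 37 C. After PBS washes, GFP-positive cells were counted by laser-scanning microplate cytometry.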
# BRCT inh red = qHTS Assay for Inhibitors of BRCT-Phosphoprotein Interaction (Red Fluorophore); AID 892, 2007; BRCT-phosphopeptide binding, red fluorescence polarization; Potency, µM (doses to about 76.9 µM), for the others: at the highest dose activity change, negative = inhibition, hits mostly inhibitors; 75,000 tested, 0.03% active; further: on the % scale 0 is the no-effect control and ±100 the full control effect
#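 Fluorescence polarization: 100 nM His-tagged BRCA1 BRCT with 100 nM TAMRA-labelled phospho-BACH1 decapeptide, phosphate buffer pH 7.3 with 150 mM NaCl, DTT, 0.01% Tween 20; 12 min RT. Binding inhibition seen as FP decrease.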
# HEK293 cAMP ctrl = qHTS Assay for Agonists of the Thyroid Stimulating Hormone Receptor: Activators of Intracellular cAMP Concentrations in Parental HEK 293; parental HEK293 CNG cAMP sensor, membrane potential fluorescence; Potency, µM (top dose mostly 57.1 µM), without a hit: top-dose activation, usual class: activators; 73,000 tested, 2.5% active; AID 938, 2007; further: potency means the concentration at half of the fitted maximal effect; % of control where 0% means no effect; nearly all actives have a fitted effect of over 55% in size
#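 Parental HEK 293 cells stably expressing a cAMP-gated CNG channel were loaded with membrane potential dye containing 100 uM RO 20-1724 for 60 min. Compound added for 30 min; depolarization read as fluorescence intensity at 590 nm.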
# The depositor's hits bear a star; i = inactive; ? = inconclusive; . = not tested or not shown; & = joins results of further samples; [ ] = remark or other dose. Unless noted, the call rests on the fitted dose curve; in most records, active means well fitted curve in the direction sought with a large enough effect; inconclusive means small, poorly fitted or top-dose-only effect, or another doubt; inactive means no such curve, though single readings can be large; an effect the other way counts as inactive or inconclusive. A portion of the library; the hit share may differ from the screen's.
SMILES,Casp1 inh,A350 autofl,BRCT inh green,UbGFP stabilizer,Fluorescein fluor,USP2a inh,4-MU autofl,Caspase-7 inhib,Epigenetic mod,BRCT inh red,HEK293 cAMP ctrl
CCOC(=O)N1CCN(C(=O)C2CCC(C(=O)N3CCN(C(=O)OCC)CC3)CC2)CC1 (stereo not drawn),1%,i,-0.8%,-1%,i,-2%,i,1%,-2%,1.0%,-7%
CCOC(=O)c1sc(NC(=O)c2ccc(C)o2)nc1C,1%,.,-1.0%,-7%,.,.,.,-1%,0%,-0.1%,?
O=C(O)c1ccccc1Nc1cccc(OCc2ccc3ccccc3n2)c1,-15%,i,2.6%,-4%&-3%,?,1%,i,-25%,-3%&-1%,-2.8%,28%&7%
CC(=O)OC1CC(OC(C)=O)[C@]2(C)C(CC(O)[C@]3(C)C2CC[C@@]2(C)C(c4ccoc4)OC(=O)C4O[C@]432)C1(C)C (stereo partly drawn),-4%,.,-0.7%[3.08 µM],.,.,49%[activator],.,-2%,.,-0.1%,.
O=C(NCCN1Cc2ccccc2C1=O)c1cccs1,-3%,i,-4.7%,3%,?,-6%,i,1%,2%,1.3%,1%
O=C(CCS(=O)(=O)c1ccc(Br)s1)N1CCc2ccccc21,-1%,i,1.6%,2%,i,-7%,i,-4%,1%,-0.2%,12%
Cc1cc(N(C)C)c(C#N)c(N2CCOCC2)n1,-1%,i,-1.8%,-4%,i,-8%,i,-2%,2%,0.5%,4%
CCOC(=O)c1ccc(-n2c(=S)sc3c(=O)[nH]c(C)nc32)cc1,0%,i,-1.8%,-7%,i,-4%,i,0%,-1%,1.2%,5%
Nc1cnn(C2CCCO2)c(=O)n1 (stereo not drawn),2%,i,-1.1%,2%,i,-5%,i,0%,-1%,0.2%,-1%
CN(C)CCSc1nc(N)c2c3c(sc2n1)CN(C)CC3,-1%,i,-2.6%,1%,i,-3%,i,-1%,3%,0.0%,-2%
O=C(CNS(=O)(=O)c1cccs1)N1CCN(c2ccccn2)CC1,1%,i,-1.4%,0%,i,9%,i,1%,2%,1.1%,6%
Cc1cc2c(c(=O)n1C1CC1)C(c1cccc(Cl)c1)C(C#N)=C(N)O2 (stereo not drawn),-1%,i,-0.7%,1%,i,-13%,i,-1%,0%,-0.7%,3.2µM*
COC(=O)c1sccc1NC(=O)c1cccnc1,0%,i,1.0%,0%,i,23%,i,1%,-3%,-1.5%,8%
O=C(NCc1cccc(Cl)c1)c1ccc2c(c1)OCO2,-1%,i,-0.3%,4%,i,-6%,i,-3%,0%,-0.1%,13%
Cc1noc(C)c1CSc1nnc(-c2ccccc2F)n1CCc1ccccc1,-1%,i,-3.2%,-3%,?,9%,i,-2%,-1%,0.0%,10µM*
CCCc1nc2oc3c(NCCN4CCOCC4)ncnc3c2c2c1CCCC2,-1%,?,5.8%,-8%,?,-12%,i,-1%,2%,-2.0%,19%
COC(=O)CSc1cc(C)nc(NC(C)=O)n1,0%,i,-2.5%,1%,i,-3%,i,1%,4%,-1.4%,11%
CCOC(=O)C1=C(C)NC(=O)CC1c1cc2c(cc1Br)OCO2 (stereo not drawn),0%,.,0.7%,-3%,.,5%,.,-2%,10%,0.7%,?
COc1ccc(S(=O)(=O)N2CCCC(C(=O)Nc3cccc(C(C)=O)c3)C2)cc1 (stereo not drawn),-1%,i,-1.2%,-3%,i,33%[activator],i,1%,5%,0.4%,18%
CCOc1ccccc1N1CCN(C(=O)c2cccc(-c3ccc(O)cc3)c2)CC1,-5%,i,1.8%,-2%,i,31%[activator],i,-24%,0%,-2.2%,19%

# Seven consecutive entries from above, quoted:
SMILES,Casp1 inh,A350 autofl,BRCT inh green,UbGFP stabilizer,Fluorescein fluor,USP2a inh,4-MU autofl,Caspase-7 inhib,Epigenetic mod,BRCT inh red,HEK293 cAMP ctrl
O=C(NCc1cccc(Cl)c1)c1ccc2c(c1)OCO2,-1%,i,-0.3%,4%,i,-6%,i,-3%,0%,-0.1%,13%
Cc1noc(C)c1CSc1nnc(-c2ccccc2F)n1CCc1ccccc1,-1%,i,-3.2%,-3%,?,9%,i,-2%,-1%,0.0%,10µM*
CCCc1nc2oc3c(NCCN4CCOCC4)ncnc3c2c2c1CCCC2,-1%,?,5.8%,-8%,?,-12%,i,-1%,2%,-2.0%,19%
COC(=O)CSc1cc(C)nc(NC(C)=O)n1,0%,i,-2.5%,1%,i,-3%,i,1%,4%,-1.4%,11%
CCOC(=O)C1=C(C)NC(=O)CC1c1cc2c(cc1Br)OCO2 (stereo not drawn),0%,.,0.7%,-3%,.,5%,.,-2%,10%,0.7%,?
COc1ccc(S(=O)(=O)N2CCCC(C(=O)Nc3cccc(C(C)=O)c3)C2)cc1 (stereo not drawn),-1%,i,-1.2%,-3%,i,33%[activator],i,1%,5%,0.4%,18%
CCOc1ccccc1N1CCN(C(=O)c2cccc(-c3ccc(O)cc3)c2)CC1,-5%,i,1.8%,-2%,i,31%[activator],i,-24%,0%,-2.2%,19%

# New compounds follow.
SMILES,Casp1 inh,A350 autofl,BRCT inh green,UbGFP stabilizer,Fluorescein fluor,USP2a inh,4-MU autofl,Caspase-7 inhib,Epigenetic mod,BRCT inh red,HEK293 cAMP ctrl
COC(=O)CSc1ccc2nnc(-c3ccc(OC)c(OC)c3)n2n1,0%,.,3.4%,0%,.,.,.,0%,.,-1.4%,-4%
O=C(Cn1cnc2c(cnn2-c2ccccc2)c1=O)NCCc1ccccc1,1%,i,-4.8%,8%,i,0%,i,0%,1%,-0.3%,-3%
COc1ccccc1-c1cc(C(F)(F)F)nc(S(=O)(=O)CCCC(=O)N2CCCCC2C)n1 (stereo not drawn),-2%,4.4e-08M*,-2.7%,-3%,i,6%,6.2e-08M*,4%,9%,-1.1%,?
COCCn1c(=O)c(C)nc2cnc(N3CCNCC3)nc21,?,1.3e-07M*,1.9%,2%,i,12%,1.1e-07M*,?,-3%[9.22 µM],-0.8%,-3%
CCc1ccc(OCC(=O)N(C)CCC#N)c(Br)c1,-3%,i,-0.5%,-4%,i,1%,i,-1%,0%,-0.2%,5%
Cc1ccc2[nH]cc(C(=O)CN3CCN(c4ccccn4)CC3)c2c1,-8%,i,1.4%,.,i,33%[activator],i,-4%,2%,-0.6%,8%
CC1Cc2ccccc2N1C(=O)Cn1nc(C(=O)O)c2ccccc2c1=O (stereo not drawn),-2%,i,-1.4%,3%,?,40%[activator],i,-3%,2%,0.2%,2%
O=C(NC(Cc1ccccc1)C(=O)N1CCCC1C(=O)O)c1ccccc1 (stereo not drawn),0%,.,-0.2%,3%,.,-4%,.,3%,3%,0.5%,0%
C/C(CCN1CCCc2nc(C)c(C)cc21)=N\O[C@@H](C)c1cn([C@H](CO)Cc2ccccc2)nn1,-4%&-18%[11.5 µM],.,-0.2%&-2.0%[15.4 µM],.,.,.,.,-7%&-29%[11.5 µM],.,0.0%&1.2%[15.4 µM],1%&6%[11.4 µM]
N#Cc1cccc(-c2cncnc2NCCc2cnc[nH]2)c1,1%,i,-0.8%,1%,i,8%,i,-2%,0%[9.22 µM],1.0%,?
Cc1ccc(N)cc1O,?,.,1.1%,.,.,.,.,-26%,.,-0.2%,-12%
CCOC(=O)c1c(C)n(C)c2ccc(OCC(O)CN3CCN(C)CC3)cc12 (stereo not drawn),2%,.,-3.0%,20%,.,.,.,-2%,6%,1.5%,17%
COc1ccc(-n2nnc3c(SCC(=O)OCc4ccccc4)ncnc32)cc1,-3%,.,-1.4%,.,.,.,.,1%,.,-0.4%,2%
C=Cc1ccccc1Cl,-6%,.,-2.1%,.,.,.,.,1%,.,-0.4%,13%
CC(C)=CCC/C(C)=C/CC/C(C)=C/CC/C(C)=C/CO,2%,.,-4.6%[3.08 µM],.,.,-14%,.,0%,.,-0.5%,.
O=C(NCCc1ccccc1)C1CCN(S(=O)(=O)c2cccc3nsnc23)CC1,4%,i,-0.4%,3%,i,12%,i,-1%,-3%,1.4%,14%
COc1cc(S(=O)(=O)N2CCOCC2)ccc1NC(=O)COC(=O)C12CC3CC(CC(C3)C1)C2,0%,i,-1.2%,-6%,i,22%,i,5%,-2%,-2.8%,14%
COc1ccc(C2C3=C(CC(C)(C)CC3=O)Oc3ncn(CCCn4ccnc4)c(=N)c32)cc1 (stereo not drawn),-1%,i,3.5%,.,i,14%,i,-2%,0%,-0.8%,8%

# Screens: PubChem, National Center for Advancing Translational Sciences (NCATS)
